# Screening results: PubChem, National Center for Advancing Translational Sciences (NCATS)
# TRHR enhancer: allosteric enhancers of human TRH receptor. P34981. TRHR cells, fluo-8 calcium fluorescence, EC20 TRH enhancement. enhancement, % at 2 µM. 360,000 compounds, 0.66% hits; in the data active = enhancement above about 30%; note: 0% is about no effect
#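 TRHR-expressing cells loaded with fluo-8 calcium dye were read kinetically (ex 480/em 530) during compound addition, then stimulated with an EC20 of TRH (10 nM final). Enhancement of the Gq-mediated intracellular calcium response was scored.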
# D1 ag: agonists of human D1 dopamine receptor; P21728; HEK293 T-REx D1 cells, calcium flux, agonist mode; activation, % at 2 µM; 360,000 compounds, 1% hits; AID 504660; note: 0% is about no effect
#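 Inducible HEK293 T-REx D1 cells, force-coupled to calcium signalling, were plated at 4000 cells/well with tetracycline and held overnight at 30 C. After no-wash calcium dye loading, compound-evoked calcium rise over 180 s flagged agonists.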
# RXFP1 antagonist: antagonists of human relaxin receptor RXFP1; Q9HBX9; HEK293-RXFP1, relaxin-stimulated cAMP HTRF, 30 min; active compounds read low; activity change, negative = inhibition, % at 57.5 µM; 350,000 compounds, 0.59% hits; AID 1259400;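 active = activity change of -60% or lower, but not beyond a set lower limit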; note: % is set by controls: 0 for no effect and ±100 for the full control effect
# Target sequence (Q9HBX9 whole entry, looked up): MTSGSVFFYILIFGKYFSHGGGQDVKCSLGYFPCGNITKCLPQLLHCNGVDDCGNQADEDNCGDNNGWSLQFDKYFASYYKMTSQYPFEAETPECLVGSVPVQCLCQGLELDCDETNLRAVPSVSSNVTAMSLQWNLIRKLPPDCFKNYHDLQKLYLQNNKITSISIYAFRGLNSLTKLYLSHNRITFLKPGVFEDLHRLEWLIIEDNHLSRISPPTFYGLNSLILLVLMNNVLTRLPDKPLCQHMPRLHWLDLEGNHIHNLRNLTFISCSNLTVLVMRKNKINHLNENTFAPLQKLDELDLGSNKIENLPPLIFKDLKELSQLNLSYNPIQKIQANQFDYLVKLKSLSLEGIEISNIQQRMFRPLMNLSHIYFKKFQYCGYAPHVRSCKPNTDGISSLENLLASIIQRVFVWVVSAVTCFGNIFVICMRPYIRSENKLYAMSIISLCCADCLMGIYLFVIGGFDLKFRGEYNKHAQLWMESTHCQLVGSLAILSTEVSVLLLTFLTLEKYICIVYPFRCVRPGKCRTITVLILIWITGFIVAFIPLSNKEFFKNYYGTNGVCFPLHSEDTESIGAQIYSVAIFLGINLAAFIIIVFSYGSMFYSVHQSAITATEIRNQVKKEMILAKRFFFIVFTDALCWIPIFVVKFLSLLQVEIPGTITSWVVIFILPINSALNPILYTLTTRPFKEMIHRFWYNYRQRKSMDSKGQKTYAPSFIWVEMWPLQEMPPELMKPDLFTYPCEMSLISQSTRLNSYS
# TRHR ag: agonists of human TRH receptor; P34981; TRHR cells, calcium flux fluo-8, FDSS agonist mode; activation, % at 2 µM; 360,000 compounds, 0.18% hits; AID 493084; note: 0% is about no effect
#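 TRHR-expressing cells, plated overnight in medium with 10% serum, were loaded with fluo-8 calcium dye at room temperature. After a 10 s baseline, library compound was pin-added and calcium release was recorded kinetically (ex 480/em 530) as agonist response.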
# D2 antagonist: antagonists of human D2 dopamine receptor; P14416; HEK293 TREx D2 cells, calcium flux, dopamine EC80; inhibition, % at 10 µM; 340,000 compounds, 2% hits; AID 485344; in the data active = inhibition above about 30%; note: 0% is about no effect
#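 Calcium mobilization kinetics were recorded at 1 s intervals in tetracycline-induced HEK293 T-REx D2 cells, first for 180 s after compound addition and then 180 s after EC80 dopamine.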
# D2 PAM: positive allosteric modulators of human D2 dopamine receptor. P14416. HEK293 T-REx D2, calcium flux, EC20 dopamine potentiation. potentiation, % at 10 µM. 340,000 compounds, 0.34% hits;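 active = potentiation over 3 SD above the plate norm, cut at about 30% in these data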; note: 0% is about no effect
#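 Calcium flux readout, no-wash dye, 1 read/s. Inducible HEK293 Trex D2 line, overnight 30 C. Compound alone 180 s (agonist flags), then EC20 dopamine, another 180 s to score potentiation.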
# D1 potentiator: human D1 dopamine receptor positive modulation | P21728 | HEK293 TREx D1 cells, calcium flux, dopamine EC20 potentiation | potentiation, % at 10 µM | 360,000 compounds, 0.036% hits | AID 504651; in the data active = potentiation above about 30%; note: 0% is about no effect
# D2 ag: activates the human D2 dopamine receptor. P14416. HEK293 T-REx D2 cells, calcium flux agonist mode. activation, % at 2 µM. 340,000 compounds, 0.53% hits. AID 485358;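 active = activation over 3 SD above normal in the single-dose calcium agonist read, cut at about 30% in these data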; note: 0% is about no effect
#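 Calcium-flux readout, 1 cycle/sec over 180 s following compound pin transfer, in inducible HEK293 Trex D2 cells (force-coupled); dopamine controls included. Positive calcium responses during this window marked compounds as potential agonists.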
# D1 antagonist: antagonists of human D1 dopamine receptor | HEK293 TREx D1 cells, calcium flux, dopamine EC80; active compounds read low | 360,000 compounds, 3.2% hits | activity change, negative = inhibition, % at 10 µM | P21728 | AID 504652; in the data active = activity change below about -30%; note: % is set by controls: 0 for no effect and ±100 for the full control effect
#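 HEK293 T-REx cells expressing inducible, force-coupled D1 receptor; no-wash Ca dye, 30–90 min RT. Cmpd → 180 s read at 1 Hz → EC80 DA → 180 s read.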
# Active calls of the source: *; · = not tested or not shown; & = joins results of further samples. Cut-off read from the data, not from the text of the source, unless noted: active = activation above about 30%; inactive = the rest. The order is random; any-hit rate near 7.3%.
SMILES,TRHR enhancer,D1 ag,RXFP1 antagonist,TRHR ag,D2 antagonist,D2 PAM,D1 potentiator,D2 ag,D1 antagonist
CCC(=O)Nc1ccc(S(=O)(=O)NCC2CCCO2)cc1 (stereo not drawn),3,2,11,-0.2,15,-8,3,0.3,-9
Cn1nnnc1SCC(=O)Nc1cc(S(=O)(=O)N2CCCC2)ccc1Cl,-3,1,1,-0.1,-8,-3,-12,0.7,-4
NCCNC[C@@H]1COC2(CCCCCCCCCCC2)O1,8,5,-7,0.9,-4,2,7,1.7,10
N#Cc1cc2ccccc2nc1SCC(=O)NC1CC1,-1,0,-2,-0.6,-4,-9,-6,-0.7,-3
Cc1c(-c2ccccc2)oc2c(C(=O)OCC(=O)Nc3cccc(F)c3)cccc2c1=O,5,6,10,0.3,-6,-3,-1,-0.5,1
CCCCn1nc(-c2ccccc2)c2nc3ccccc3nc21,-1,51*,·,22,-20,3,2,15,-8
CN(Cc1ccccc1F)c1ncnc2sccc12,0,6,12,0.0,9,3,-7,-2.2,-5
NC(=O)C1(N2CCCCC2)CCN(C(=O)Nc2ccc(Cl)c(Cl)c2)CC1,8,2,-6,0.3,·,-28,2,0.0,-10
CCOc1ccccc1C(=O)Nc1c(NC)c2ccccc2oc1=O,-2,3,2,0.5,·,1,6,0.8,12
Cc1cccc(CSCc2ccc(C(=O)O)o2)c1,7,2,4,-1.6,-11,2,-9,-1.4,-10
CC(C)(CNC(=O)c1cc2ccccc2o1)N1CCOCC1,0,3,-10,-0.2,8,-2,-3,-0.4,2
CS(=O)(=O)c1ccc2nc(NC(=O)C3=NN(c4ccccc4)C(=O)CC3)sc2c1,-8,2,0,-0.2,-1,2,-4,-0.8,-21
O=C(CSc1nnc(-c2ccncc2)o1)NCc1ccccc1Cl,-2,2,-10,0.0,-11,-7,-2,2.0,7
COc1cc(/C=C2\CC/C(=C\c3ccc(OCCO)c(OC)c3)C2=O)ccc1OCCO,28,99*,12,114*,0,21,-2,76*,0
CCOc1nc(Nc2cc(Cl)ccc2OC)nc(OCC)n1,2,0,-1,0.9,26,0,-4,0.4,-2
COc1c(Br)cc([N+](=O)[O-])c(OC)c1C(=O)NC(=O)Nc1nc(C)cc(C)n1,18,0,·,-2.2,-14,9,1,-0.5,-18
CC(C)C(NS(=O)(=O)c1cccc(C(F)(F)F)c1)C(=O)NCc1cccs1 (stereo not drawn),5,-1,5,-2.5,9,2,-3,-0.3,-3
CN(Cc1ccccc1)C(=O)c1cc(-c2ccc(Br)cc2)on1,-4,6,-13,1.1,-9,1,-2,2.2,-10
CN(C)S(=O)(=O)c1cccc(C(=O)Nc2cc(Cl)cc(Cl)c2)c1,-9,2,12,-0.1,18,-9,-3,0.6,·
C=CCn1c(C)cc(C(=O)Cn2nc(C(=O)O)c3ccccc3c2=O)c1C,-20,1,7,-0.1,-19,-23,-2,-0.2,3
O=c1c2cnn(-c3ccc(F)cc3)c2ncn1Cc1ccc(F)cc1,-6&-5,8&1,-8&-17,-0.3&0.4,-4,6&-13,-4&0,-0.4&-0.1,-8&-7
CCn1c(=O)c2sccc2n2c(CCCC(=O)NCCc3ccc(S(N)(=O)=O)cc3)nnc12,4,3,15,0.6,-1,15,-6,-0.8,-4
NC(=S)N/N=C/c1coc2ccc(Br)cc2c1=O,-5,1,6,-0.1,-4,-2,-3,0.0,4
CC(C)C(c1nnnn1C1CCCCC1)N1CCCc2ccccc21 (stereo not drawn),-2,4,5,-0.3,2,1,-6,-1.0,-1
COc1ccc(/C=N/N=C2/NC(=O)C(CC(=O)O)S2)cc1OCc1ccccc1Cl (stereo not drawn),-2,0,-18,-0.7,26,-5,0,-0.1,-13

# New compounds follow
SMILES,TRHR enhancer,D1 ag,RXFP1 antagonist,TRHR ag,D2 antagonist,D2 PAM,D1 potentiator,D2 ag,D1 antagonist
Cc1cccc(C)c1OCC(=O)NNC(=O)CCNC(=O)c1ccc(Br)cc1,6,0,-2,-0.2,-3,0,-5,-0.3,3
Cn1c(SCC(N)=O)nnc1-c1ccc(S(=O)(=O)N2CCCC2)cc1,-5,2,3,0.6,2,-5,-4,0.1,4
CC(C)c1ccc(OCC(=O)Nc2c(C(=O)c3ccc(F)cc3)oc3ccccc23)cc1,-1,0,-1,0.7,·,-2,-4,0.6,-14
Cc1cnc(C(=O)OCC(=O)c2ccc[nH]2)cn1,-6,0,-4,0.0,·,·,-9,·,9
Cc1c(O)ccoc1=O,2,-1,·,0.3,9,4,-2,0.0,-1
CCCCc1nc2cc(C(=O)N3CCCCC3C(=O)OC)ccc2o1 (stereo not drawn),-4,1,-12,-0.1,-5,3,-7,1.0,9
Cc1ccc(NS(=O)(=O)c2ccc(C(=O)NCc3cccnc3)cc2)cc1,14,0,-17,1.1,-4,14,8,0.8,0
COc1ccc(OCc2nnc(SCC(=O)NC3CC4CCC3C4)o2)cc1 (stereo not drawn),20,6,-7,-0.8,0,6,-4,-0.1,-1
CCc1cccc(CC)c1NC(=O)CSc1nnc(CCC(=O)O)c(=O)[nH]1,-4,7,-24,0.0,-13,-1,-3,1.6,-21
C=CCNC(=O)c1ccc(-c2nc(-c3ccccc3)cs2)cc1,0,6,-14,0.1,-11,8,-4,0.2,-1
COc1ccc(-n2c(C)cc(C(=O)CN3C(=O)c4ccccc4C3=O)c2C)cc1,-5,3,-17,-0.7,-21,5,-9,-0.8,-24
OCCC1CN(Cc2cccn2-c2cccnc2)CCN1C1CCCC1 (stereo not drawn),-2,1,6,0.4,-6,-2,-4,0.4,-15
O=C1CCN(Cc2ccccc2)CCN1CCSc1ccccc1,-3,0,·,0.3,·,·,-2,·,-5
Cc1cccc(C(=O)Nc2nnc(S(=O)(=O)N3CCOCC3)s2)c1,-1&12,13&2,8&-17,-0.4&0.3,12,-2&-8,-2&-3,-0.3&-0.1,1&7
Cc1ccc(S(=O)(=O)N2CCC(C)CC2)cc1[N+](=O)[O-],-5,3,-6,-0.3,-6,-14,-4,-1.6,-13
CC(=O)N1CCCc2cc(S(=O)(=O)N3CCCC3)ccc21,0,0,6,0.4,·,-9,5,·,14
Cc1ccc(SC(C)C(=O)NCc2ccc(F)cc2)cc1 (stereo not drawn),-1,0,13,-0.7,4,-4,-5,1.9,7
COC(C[C@@H](O)C[C@@H](O)COCc1ccccc1)OC,1,3,·,0.1,6,-4,-4,0.3,15
Cc1ccc(S(=O)(=O)Nc2cccc(S(=O)(=O)N3CCCC3)c2)cc1C,-7,2,-8,-0.2,-5,6,0,-0.1,-1
O=C(CN1C(=O)NC2(CCc3ccccc32)C1=O)c1ccc(Br)s1 (stereo not drawn),-7,6,-10,0.4,10,16,1,-1.4,-17
Cc1cc2c(OCC(O)CN3CCCC3)cccc2[nH]1 (stereo not drawn),-4,3,-16,0.2,7,-1,-2,2.2,-5
CCCCc1ccc(NC(=S)NCc2cccs2)cc1,-3,8,-11,-0.1,-13,1,0,1.3,-32*
Cc1cccc(C)c1NC(=S)N(Cc1ccccc1)Cc1cccnc1,-8,2,-2,-0.1,7,·,-3,1.4,-3
COc1cccc(C(=O)NCC2CCN(c3ccc(S(=O)(=O)N4CCOCC4)cc3)CC2)c1,-5,5,-4,-0.9,·,·,0,·,-6
CCCCNCC(O)(c1ccc(Cl)cc1)c1ccc(Cl)cc1,1,11,-30,1.8,·,·,3,·,6

# (further entries)
SMILES,TRHR enhancer,D1 ag,RXFP1 antagonist,TRHR ag,D2 antagonist,D2 PAM,D1 potentiator,D2 ag,D1 antagonist
COc1ccc(S(=O)(=O)n2oc(=O)cc2-c2ccccc2)cc1,2,1,-9,0.5,-4,11,-4,2.8,0
O=C(Nc1ccccc1C(=O)N1CCN(CCO)CC1)c1cccc([N+](=O)[O-])c1,4,0,-4,-0.1,16,-1,2,-0.5,13
O=Cc1sc([O-])nc1-[n+]1ccc2ccccc2c1,-4,0,-5,-0.1,-7,-5,1,0.8,-8
CCN1C(=O)/C(=C\C=C\c2ccccc2[N+](=O)[O-])SC1=S,-6,3,-13,0.4,-1,-3,-1,0.4,-5
O=C(CNc1cccc(Cl)c1)c1ccc(Cl)cc1,-3,0,-15,0.2,·,-3,-5,·,-5
CCCc1cc(=O)c2c(O)ccc(OC)c2o1,2,0,11,-0.3,0,-3,-1,-1.2,6
COc1cc(/C=C2\SC(=S)N(NC(=O)c3cccc(O)c3)C2=O)ccc1O,9,110*,0,75*,4,10,-2,12,8
C=CCNC(=O)C1CC(=O)N(c2ccc(OCC(=O)Nc3ccccc3)cc2)C1 (stereo not drawn),-2,2,2,0.2,-15,-4,0,-0.1,-12
CN1/C(=C\C(=O)COc2ccc3c(c2)OCO3)C(C)(C)c2ccccc21,-2,4,-19,0.3,3,-8,-7,0.0,-4
COCCNC(=O)CSc1nc2ccccc2c(=O)n1-c1cccc(OC)c1,-2,0,13,0.7,19,-6,-3,-0.5,4
Cn1c(CNC(=O)C(Cc2ccccc2)NC(=O)c2ccccc2F)cc(=O)n(C)c1=O (stereo not drawn),1,4,-4,0.4,-7,-2,-5,0.3,9
Cc1ccc(-n2cc(CN3CCN(c4ccccn4)CC3)c(-c3ccc(F)cc3)n2)cc1,-2,3,-12,0.1,12,-13,0,0.2,3
Cc1ccc(S(=O)(=O)Nc2ccc(NC(=O)c3cccnc3)cc2)cc1,-7,3,-31,0.3,7,-13,-5,-0.1,-5
O=C(NCc1cn2ccsc2n1)c1c(F)cccc1Cl,2,3,3,0.1,7,6,-6,-0.1,-25
CC1C(=O)Nc2ccc(S(=O)(=O)NCCc3ccc(Cl)cc3)cc2NC1=O (stereo not drawn),-10,2,-9,0.0,8,-9,-19,1.2,-15
CC(C(=O)NCCS(=O)(=O)c1ccc(Cl)cc1)S(=O)(=O)c1ccccc1 (stereo not drawn),-4,1,9,-0.1,14,-3,-3,0.8,8
O=C(COc1ccc(Br)cc1)Nc1ccc(C(=O)OC2CCCCC2)cc1,3,1,-15,0.7,·,-5,0,1.1,-16
Cc1c(C(=O)N2CCC[C@H]2CO)oc2c(F)cccc12,3,-1,9,0.4,-13,-1,0,1.4,13

# Compounds listed so far with a thiophene ring, fused or not (5):
SMILES,TRHR enhancer,D1 ag,RXFP1 antagonist,TRHR ag,D2 antagonist,D2 PAM,D1 potentiator,D2 ag,D1 antagonist
CN(Cc1ccccc1F)c1ncnc2sccc12,0,6,12,0.0,9,3,-7,-2.2,-5
CC(C)C(NS(=O)(=O)c1cccc(C(F)(F)F)c1)C(=O)NCc1cccs1 (stereo not drawn),5,-1,5,-2.5,9,2,-3,-0.3,-3
CCn1c(=O)c2sccc2n2c(CCCC(=O)NCCc3ccc(S(N)(=O)=O)cc3)nnc12,4,3,15,0.6,-1,15,-6,-0.8,-4
O=C(CN1C(=O)NC2(CCc3ccccc32)C1=O)c1ccc(Br)s1 (stereo not drawn),-7,6,-10,0.4,10,16,1,-1.4,-17
CCCCc1ccc(NC(=S)NCc2cccs2)cc1,-3,8,-11,-0.1,-13,1,0,1.3,-32*
